EWS-Fli inh – inhibitors of EWS/Fli oncoprotein transcriptional activity. inhibition, % at 12.6 µM. AID 651661. A673 NR0B1-luciferase reporter, viability-normalised. hit rate 0.67% among 350,000;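 active means mean inhibition of at least 50% after viability correction, with every replicate also passing that limit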;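 further: firefly luciferase signal divided by Alamar Blue viability fluorescence both relative to DMSO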
miR122 inh – miR-122 inhibition in Huh7 cells. Huh7 miR-122 Renilla luciferase sensor, 48 h; neutral wells = 0, positive control = 100. activation (reporter increase), % at 12.5 µM. hit rate 0.3% among 340,000. AID 602342;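 active means mean replicate activation score at least 90 and every replicate individually at or above 90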;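 further: higher luciferase means less miR-122 activity so hits act as miR-122 inhibitors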
Casp6 inh – inhibitors of human caspase-6; P55212; purified caspase-6, Z-VEID-R110 cleavage fluorescence; inhibition, % at 12.5 µM; hit rate 0.53% among 350,000; AID 686996;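 active means mean inhibition across replicates at least about 35%, with every replicate also reaching that limit, limit read from the data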;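 further: 0% = median of neutral control wells and 100% = no fluorescence left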
Target sequence (P55212 24-179 limits assumed): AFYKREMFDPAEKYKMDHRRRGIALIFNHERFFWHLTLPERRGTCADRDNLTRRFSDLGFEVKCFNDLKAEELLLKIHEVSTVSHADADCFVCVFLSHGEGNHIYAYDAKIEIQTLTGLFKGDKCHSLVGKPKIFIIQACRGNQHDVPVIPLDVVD
Target sequence (P55212 194-293 limits assumed): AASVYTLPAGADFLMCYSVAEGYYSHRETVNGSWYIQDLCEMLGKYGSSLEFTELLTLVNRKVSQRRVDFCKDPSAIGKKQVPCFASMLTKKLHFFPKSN
LGR2 inh – inhibitors of bursicon-induced Drosophila LGR2 receptor cAMP signaling | HEK293 LGR2, CRE-luciferase, bursicon-stimulated, 4 h | AID 720647 | hit rate 0.35% among 380,000 | inhibition, % at 9.99 µM;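 active means drop in luminescence signal, shown as inhibition above about 50% in the replicate tests, limit read from the data, passing the limit was not always enough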;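 further: agonist challenge used bursicon conditioned medium at about half maximal strength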
FN deposition inh – fibronectin deposition inhibition. AH1F fibroblasts, Alexa488-fibronectin deposition fluorescence, overnight. inhibition, % at 12.6 µM. hit rate 0.086% among 350,000. AID 743247;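 active means mean inhibition across replicates of 30% or more, regardless of how many single replicates reach that level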;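 further: positive control wells lacked labelled fibronectin entirely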
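test system = AH1F fibroblasts assembling fluorescent fibronectin matrix | quantity = 10000 AH1F cells per well | buffer or medium = DMEM plus 2% serum, read in PBS | doses = single dose, pinned | incubation = 1 h cell attachment, overnight exposure to compound and label | detection = fluorescence at 485 nm excitation, 525 nm emission | read-out basis = inhibition from reduced deposited-fibronectin fluorescence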
Cneo AK release – causes C. neoformans cell lysis. lysis activity, % at 15 µM. adenylate kinase release luminescence, 4 h; normalised: neutral wells 0, clomiphene wells 100. hit rate 0.2% among 360,000. AID 651654;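 active means mean lysis activity across replicates of at least 80%, whatever share of replicates individually reach that level; inactive means mean lysis activity below 80%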
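Test system: log-phase Cryptococcus neoformans yeast cells. Input: 5 × 10^6 yeast cells/mL. Medium: fresh YPD growth medium. Doses: single dose. Incubation: static 4 h at 37 °C with compound, 1 h detection. Measured by: luminescent adenylate kinase detection reagent. Read-out: signal increase indicating cell lysis. Benchmarks: Clomiphene.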
PAX8 inh HTS – lowers PAX8-driven luciferase in RMG-I cells. hit rate 1.2% among 360,000. RMG-I TPO-luciferase reporter, SteadyGlo, 24 h. inhibition, % at 12.6 µM;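 active means mean replicate inhibition at least 60% with every replicate also reaching 60%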;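 further: luciferase light reporting Pax8 driven TPO promoter activity; plate controls were median of neutral control wells for no effect and mitoxantrone controls for full effect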
PGC1a acetyl inh – PGC1a acetylation modulation, inhibitor mode | U2OS PGC1a acetylation, AlphaScreen anti-acetyl-lysine; with virally co-expressed GCN5 acetyltransferase | inhibition, % at 15.6 µM | hit rate 0.17% among 350,000 | AID 651687;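 active means every replicate shows inhibition of at least 40%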;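 further: 0% = neutral control wells and 100% = positive control wells; some results beyond the cut were filed as inactive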
* marks the source's active call; other numbers are inactive results; . = not tested or not shown; [ ] = another dose, or the depositor's remark.

SMILES	EWS-Fli inh	miR122 inh	Casp6 inh	LGR2 inh	FN deposition inh	Cneo AK release	PAX8 inh HTS	PGC1a acetyl inh
COc1ccc(S(=O)(=O)Nc2ccc3c(c2)[C@@H]2C[C@H](CC(=O)NCC4CC4)O[C@H](CO)[C@@H]2O3)cc1	2	4[16.7 µM]	2	1	.	-1	-3	-3
O=C(NC1CCCCC1)Oc1cccc2ccccc12	13	-3	0	-9	.	.	-31	-3
CC(C)NC(=O)N(C)C[C@@H]1OCCCC[C@H](C)Oc2ccc(NC(=O)Nc3ccc(C(F)(F)F)cc3)cc2C(=O)N([C@@H](C)CO)C[C@H]1C	5	-5[16.7 µM]	-3	20	-2	-2	63*	-14
O=C(CSc1ccc(Cl)cc1)N/N=C/c1cccnc1	-3	.	0	-6	.	.	5	.
CCc1nnc(NC(=O)CCC(=O)NCc2ccc(OC)cc2)s1	5	-2	-5	.	2	2	-13	-4
COc1ccc(C)cc1NC(=O)CN1C(=O)COc2ccc(S(=O)(=O)N3CCC(C)CC3)cc21	-1	.	3	-10	-13	2	10	-4
O=C1Nc2ccc(S(=O)(=O)N3CCCC3C(=O)O)c3cccc1c23 (stereo unspecified)	1	.	1	-4	-41	0	5	-3
Cn1c(=O)c2c(nc(CN3CCOCC3)n2CCCO)n(C)c1=O	.	-4	.	.	-17	1	-12	2
Cc1ccc(S(=O)(=O)ON2C(=O)c3ccccc3C2=O)c(C)c1	.	.	1	18	-6	.	-2	.
O=C(CC1C(=O)N(c2ccccc2)C(=S)N1c1ccccc1)c1ccccc1 (stereo unspecified)	9	.	1	-2	23	.	-8	.
COc1ccc(NC(=O)CC(NCc2ccccn2)C(=O)O)cc1 (stereo unspecified)	-9	.	-1	-8	-10	.	-1	.
COc1cc(S(=O)(=O)N2CCN3CCCC3C2)ccc1-n1cnnn1 (stereo unspecified)	5	.	1	7	.	1	.	3
O=C(CCn1c(=O)oc2ccccc21)N1CCc2ccccc21	.	1	.	.	-4	-4	-6	6
O=C(C[C@H]1C=C[C@H](NC(=O)Nc2ccc(C(F)(F)F)cc2)[C@@H](CO)O1)NCCN1CCCC1	-5	.	-4	-8	-9	2	1	-15
COCC(=O)N1[C@H](C(=O)Nc2ccccc2)[C@@H](CO)[C@@H]2Cn3c(ccc(-c4ccncc4)c3=O)[C@@H]21	-11	6[16.7 µM]	-3	13	0	1	-15	.
COc1ccc(Cl)cc1C(=O)NNC(=S)NC(=O)c1cc(-c2ccccc2)nc2ccccc12	.	2	.	.	-41	-1	.	-5
COc1ccc(OCC(=O)NNC(=O)Nc2cccc(Cl)c2)cc1	-7	.	-1	-7	.	0	8	.
Cc1n[nH]c(=O)c2c(NC(=O)COC(=O)c3cccc(OC(F)F)c3)oc(C)c12	-3	.	0	-2	15	2	-11	.
Cc1cccc(NCC(=O)N/N=C\c2ccc[nH]2)c1	-13	-2	0	10	6	3	-3	1
c1ccc2c(c1)nc(Nc1ccc(N3CCCCC3)cc1)c1nncn12	11	-2	0	-19	11	.	16	5
O=C(NCc1ccc(Cl)cc1)c1ccccc1CCc1ccccc1	.	0	.	-8	-1	-1	13	-10
CNC(=S)N1N=C(c2ccc(Br)cc2)CC1c1ccc(N(C)C)cc1 (stereo unspecified)	-5	6	1	7	-1	.	4	-4
CC(C)NC(=O)Nc1ccc2c(c1)C(=O)N(C)[C@@H]1CC[C@@H](CC(=O)NCc3ccc(F)cc3)O[C@H]1CO2	-4	.	1	4	0	0	-3	.
COc1ccccc1OCC(=O)NNC(=O)C1CCN(c2ncnc3sc(C)c(C)c23)CC1	6	-13	-1	-11	3	1	-6	9
COCC(=O)Nc1ccc(Nc2ccccc2)cc1	.	-1	.	.	-5	4	0	29

Given as labelled records: part of the list above
O=C(C[C@H]1C=C[C@H](NC(=O)Nc2ccc(C(F)(F)F)cc2)[C@@H](CO)O1)NCCN1CCCC1
  EWS-Fli inh: -5; miR122 inh: .; Casp6 inh: -4; LGR2 inh: -8; FN deposition inh: -9; Cneo AK release: 2; PAX8 inh HTS: 1; PGC1a acetyl inh: -15

Cc1n[nH]c(=O)c2c(NC(=O)COC(=O)c3cccc(OC(F)F)c3)oc(C)c12
  EWS-Fli inh: -3; miR122 inh: .; Casp6 inh: 0; LGR2 inh: -2; FN deposition inh: 15; Cneo AK release: 2; PAX8 inh HTS: -11; PGC1a acetyl inh: .

c1ccc2c(c1)nc(Nc1ccc(N3CCCCC3)cc1)c1nncn12
  EWS-Fli inh: 11; miR122 inh: -2; Casp6 inh: 0; LGR2 inh: -19; FN deposition inh: 11; Cneo AK release: .; PAX8 inh HTS: 16; PGC1a acetyl inh: 5

(next part)
SMILES	EWS-Fli inh	miR122 inh	Casp6 inh	LGR2 inh	FN deposition inh	Cneo AK release	PAX8 inh HTS	PGC1a acetyl inh
Cn1c(CN2CCN(C(=O)c3ccc(F)cc3)CC2)nc2cc([N+](=O)[O-])ccc21	0	.	4	-2	0	.	19	.
Cc1sc(NC(=O)Nc2ccccc2)c(C(N)=O)c1C	-42	-1	-1	-55	8	-13	-43	3
COC(=O)CCCC1=CC2=CC(=O)C(C)(OC(=O)c3cccs3)C(=O)C2=CN1CC1CC1 (stereo unspecified)	-14	-6	9	0	-5	-1	-4	10
Cc1cc2cc(CN3C(=O)c4ccccc4C3=O)ccc2[nH]1	3	6	-1	3	-2	1	1	-2
O=C(Nc1ccccc1)c1ccc(-n2cnnn2)cc1	-47	-1	2	-11	2	1	-53	0
COc1ccc2c3c([nH]c2c1)[C@H](CO)N(Cc1ccncc1)CC31CN(Cc2ccc(-c3ccccn3)cc2)C1	15	.	-2	-6	4	.	-49	-5
CCOc1cc(C(=S)N2CCOCC2)ccc1OC(=O)c1cccc(C)c1	-1	4	1	15	12	4	4	-2
Cn1cnc(S(=O)(=O)N[C@@H]2CC[C@@H](CC(=O)N3CCN(c4ccccc4)CC3)O[C@H]2CO)c1	5	0[16.7 µM]	0	9	4	-1	-12	9
CSc1nc2ccc(S(=O)(=O)N3CCCCC3)cc2s1	.	-10	.	-10	2	1	.	6
CN(C)C(C)(C)/C=C/C(O)(c1ccccc1)c1ccccc1	-6	4	-1	0	-4	4	6	7
COC(=O)C[C@@H]1C[C@H]2c3cc(NS(C)(=O)=O)ccc3O[C@H]2[C@@H](CO)O1	2	6[16.7 µM]	3	-13	.	-8	2	-3
CO[C@H]1CC[C@H]2CCOc3c(C#N)cccc3C(=O)N(C)C[C@H](OC)[C@@H](C)C(=O)N(C)C[C@@H]1O2	5	.	-7	15	5	-1	2	.
CNC[C@@H]1Oc2ncc(C#CC3(O)CCCC3)cc2C(=O)N([C@@H](C)CO)C[C@@H]1C	-37	49[16.7 µM]	-2	3	.	-5	-2	7
Cc1ccc(OCC(=O)N/N=C\c2c(C)[nH]n(-c3ccccc3)c2=O)c([N+](=O)[O-])c1	-9	16	-10	.	-6	0	14	-4
O=c1c2ccccc2ncn1-c1ccccc1[N+](=O)[O-]	-1	-4	-4	-8	8	-2	19	.
COCC(=O)Nc1ccc2c(c1)C(=O)N(C)C[C@@H](OC)[C@@H](C)CN(C(=O)c1ccccn1)[C@@H](C)CO2	-2	.	2	14	2	-1	-11	0
CCCn1c(SCC(=O)NC(=O)Nc2ccc(C)cc2C)n[nH]c1=O	10	0	-3	-19	.	0	.	5
O=C1c2ccccc2NC2(CCCC2)N1N=C1CCCC1	6	14	-2	9	-1	3	4	-12
Cc1cccc(C)c1NC(=O)c1sccc1SCC#N	0	-2	2	-2	.	-1	.	1
Oc1ccc(Br)cc1C=Nc1ccc2[nH]ncc2c1	10	1	-2	21	-2	-2	4	-2
C[C@@H]1CN([C@H](C)CO)C(=O)c2cc(C#Cc3ccccn3)cnc2O[C@H]1CN(C)Cc1ccncc1	-4	0[16.7 µM]	-3	-18	-9	0	.	0
Cc1ccc(N=c2ssnc2Cl)cc1	.	-2	.	.	-7	-1	-19	-1
OC(CN1CCN(C(c2ccccc2)c2ccccc2)CC1)c1ccc(Br)cc1 (stereo unspecified)	1	-7	2	-5	-9	-2	20	7
CCc1ccc(NC(=S)Nc2ccc3[nH]c(=O)[nH]c3c2)cc1	-23	0	4	-27	-4	-1	-33	1
Cc1ccc(CS(=O)(=O)Cc2ccc(C(=O)NC3CCCC3)o2)cc1	.	2	-1	3	2	-15	-14	-16
SMILES	EWS-Fli inh	miR122 inh	Casp6 inh	LGR2 inh	FN deposition inh	Cneo AK release	PAX8 inh HTS	PGC1a acetyl inh
C[C@@H]1CCCCO[C@@H](CN(C)S(=O)(=O)c2ccc(F)cc2)[C@@H](C)CN([C@H](C)CO)C(=O)c2cc(NC(=O)NC3CCCCC3)ccc2O1	4	0[16.7 µM]	-3	6	-4	0	-12	3
CC(C)C#Cc1ccc([C@@H]2[C@H]3CN(CC4CC4)CCCCN3[C@H]2CO)cc1	-4	-28[16.7 µM]	0	-7	.	46	-42	11
C[C@@H]1CN([C@@H](C)CO)S(=O)(=O)c2ccc(-c3ccc(C(=O)N(C)C)cc3)cc2O[C@@H]1CN(C)C(=O)C1CCOCC1	-7	-16[16.7 µM]	0	9	.	0	8	3
COC(=O)CC1(C(=O)OC)Nc2cc(Cl)c(Cl)cc2S(=O)(=O)N1O (stereo unspecified)	0	0	-2	-2	-8	1	12	-7
COc1cccc(CNC(=O)CCCN2C(=O)C(c3ccccc3)Oc3cccnc32)c1OC (stereo unspecified)	5	3	3	-3	2	-1	18	-6
CC(=O)NC(c1ccccc1)c1nc(-c2ccc(Cl)cc2)cs1 (stereo unspecified)	-15	0	4	-1	-2	2	-5	2
O=C(C[C@H]1C=C[C@@H](NC(=O)Nc2ccccc2F)[C@H](CO)O1)NCc1ccccc1	.	.	-5	10	.	.	7	1
COc1ccc(-c2cc(C(=O)Nc3cccnc3Cl)no2)cc1OC	-9	.	-1	4	5	-1	-3	.
CN(CCc1ccccn1)C(=O)[C@@H](Cc1ccccc1)NC(=O)[C@H]1O[C@@H](n2ccc(=O)[nH]c2=O)[C@H](O)[C@@H]1O	-1	.	2	-5	-13	.	-8	.
C[C@H]1CN([C@@H](C)CO)S(=O)(=O)c2ccc(C#CCN(C)C)cc2O[C@H]1CN(C)C(=O)C1CCC1	-7	1[16.7 µM]	-8	-1	.	0	.	9
Nc1cc(=O)n(Cc2ccccc2)c(=O)n1-c1ccc(F)cc1	1	.	1	-14	-10	.	4	.
Cc1ccc(Cc2c(-c3cccc(Cl)c3)nc3cc(C)c(Br)c(C)n23)cc1	2	6	-1	-15	9	1	23	0
COc1ccc2c3c(n(C)c2c1)[C@H](CO)N(Cc1ccccc1)CC31CN(CC2CC2)C1	2	.	.	-27	4	.	.	-12
C[C@H]1CN([C@@H](C)CO)C(=O)c2cc(NC(=O)C3CCCCC3)ccc2O[C@H]1CN(C)CC1CC1	-5	-5[16.7 µM]	.	-3	.	-2	.	2
CCCNC(=O)N(C)C[C@@H]1Oc2ncc(C3=CCCCC3)cc2C(=O)N([C@H](C)CO)C[C@@H]1C	-11	-4[16.7 µM]	2	-5	.	0	.	-6
Cc1c(C)n(Cc2ccc(F)cc2)c2ccc(C(=O)NCCN3CCOCC3)cc12	-6	0	1	14	7	7	16	-4
COc1ccc(CC2CC(=O)N(c3ccc(C)cc3)C2=O)cc1 (stereo unspecified)	4	-3	1	-6	-1	-4	-13	1
CCOC(=O)C1CCN(C(=O)Cn2nc(C)n3nc(-c4ccc(CC)cc4)cc3c2=O)CC1	.	-4	0	8	17	-2	15	-14
CCOC(=O)c1[nH]c2ccc(Br)cc2c1NC(=O)CCN1CCCC(C)(C)C1	22	.	-6	7	2	.	44	.
COCCNC(=O)C[C@H]1CC[C@H]2[C@@H](COC[C@H](O)CN2Cc2cccc(-c3ccncc3)c2)O1	-4	7[16.7 µM]	-2	-9	-19	4	2	-3

Compound activity deposited in PubChem BioAssay by Broad Institute.
